Compound activity as filed in PubChem BioAssay.
MEX-5 binding: C. elegans MEX-5 TCR-2 RNA binding activity; 0.38% of 300,000 active; activity score (negative = inhibition of binding), % at 10 µM; MEX-5/FITC-TCR2 RNA binding, fluorescence polarization; stronger effect = lower value; AID 1832;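 active = inhibition past about -25% in most replicates, and total fluorescence under double the plate's negative control median, limit read from the data; inconclusive = replicates evenly split on the limit, or fluorescence at least double controls; inactive = too little inhibition in most replicates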;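 note: 0% = DMSO and -100% = 5 µM competing unlabeled TCR2 RNA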
Target sequence (Q9XUB2 whole entry, looked up): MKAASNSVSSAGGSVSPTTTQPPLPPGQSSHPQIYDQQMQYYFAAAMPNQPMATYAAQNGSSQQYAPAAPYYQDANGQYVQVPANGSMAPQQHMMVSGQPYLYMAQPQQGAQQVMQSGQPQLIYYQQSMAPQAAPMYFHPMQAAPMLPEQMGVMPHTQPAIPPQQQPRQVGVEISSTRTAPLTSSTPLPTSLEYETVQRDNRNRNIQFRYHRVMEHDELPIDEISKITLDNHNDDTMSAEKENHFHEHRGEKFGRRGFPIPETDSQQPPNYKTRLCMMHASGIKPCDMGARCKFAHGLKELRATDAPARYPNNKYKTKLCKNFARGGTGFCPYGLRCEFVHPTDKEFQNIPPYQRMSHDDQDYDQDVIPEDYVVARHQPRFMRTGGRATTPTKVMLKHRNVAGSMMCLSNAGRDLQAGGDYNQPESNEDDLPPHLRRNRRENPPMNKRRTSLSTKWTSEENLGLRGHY
PAFAH1B2 FP inh: blocks human PAF acetylhydrolase 1b catalytic subunit 2; P68402; recombinant PAFAH1B2, FP-rhodamine activity probe, fluorescence polarization; inhibition, % at 3.39 µM; 1.2% of 340,000 active;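 active = inhibition above the mean of all tested compounds plus 3 SD, cut at about 24% in these data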;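 note: 0% = enzyme with DMSO and 100% = wells lacking PAFAH1B2; many of its hits are not listed in these tables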
BCLXL inh: Bcl-xL (human) inhibition | inhibition, % at 10.9 µM | AID 2129 | GST-Bcl-xL / FITC-Bim BH3 peptide fluorescence polarization | Q07817 | 0.7% of 320,000 active;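 active = inhibition above the mean of all tested compounds plus 3 SD, cutoff set per campaign, cut at about 30% in these data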;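 note: 0% = DMSO wells and 100% = unlabeled Bim-BH3 peptide competitor; inhibitors lower millipolarization by displacing the labeled peptide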
Target sequence (Q07817 whole entry, looked up): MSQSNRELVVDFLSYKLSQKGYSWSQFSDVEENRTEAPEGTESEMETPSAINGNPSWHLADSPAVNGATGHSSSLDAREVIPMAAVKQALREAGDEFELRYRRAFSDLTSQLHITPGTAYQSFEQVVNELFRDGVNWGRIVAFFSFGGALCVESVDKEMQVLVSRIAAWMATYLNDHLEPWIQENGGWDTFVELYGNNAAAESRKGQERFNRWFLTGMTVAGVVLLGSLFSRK
GLD-1 RNA inh: GLD-1-TGE RNA interaction inhibition (C. elegans); Q17339; purified GLD-1 + fluorescein TGE RNA, fluorescence polarization; inhibition, % at 5.96 µM; 0.44% of 320,000 active; AID 2280;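 active = percent inhibition above a per-plate cutoff, the plate mean of test compounds plus 3 SD, cut at about 30% in these data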;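 note: 0% = DMSO wells with GLD-1 and probe and 100% = wells lacking GLD-1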
Fam108B counter: counter-screen for RBBP9 inhibitors: inhibitors of mouse Fam108B; recombinant Fam108B, FP-Rh probe fluorescence polarization; inhibition, % at 9.51 µM; 0.33% of 300,000 active;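 active = inhibition above the screen mean inhibition plus 3 SD, computed separately per campaign, cut at about 18% in these data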;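 note: inhibitors lower polarization as less probe binds the enzyme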
MCL1-BIM inh: disrupts human MCL1 binding to BIM-BH3 peptide; Q07820; 0.68% of 320,000 active; inhibition, % at 10.9 µM; AID 2057; GST-MCL1 / FITC-Bim-BH3 fluorescence polarization;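 active = inhibition above the mean inhibition of all tested compounds plus 3 SD, set per campaign, cut at about 40% in these data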;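 note: 0% = DMSO wells and 100% = unlabeled Bim-BH3 peptide control; higher means more loss of mP so more displacement of Bim peptide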
Target sequence (Q07820 whole entry, looked up): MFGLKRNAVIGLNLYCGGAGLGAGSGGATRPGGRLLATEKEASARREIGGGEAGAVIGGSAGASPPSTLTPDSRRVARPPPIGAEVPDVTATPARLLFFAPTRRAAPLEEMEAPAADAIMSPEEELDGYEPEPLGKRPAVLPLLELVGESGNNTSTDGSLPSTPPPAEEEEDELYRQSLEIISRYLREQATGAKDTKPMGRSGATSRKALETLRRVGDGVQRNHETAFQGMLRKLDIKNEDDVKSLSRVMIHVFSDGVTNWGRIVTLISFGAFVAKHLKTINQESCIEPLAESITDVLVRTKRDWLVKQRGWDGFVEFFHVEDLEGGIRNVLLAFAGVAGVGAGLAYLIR
AHR act: activates the human aryl hydrocarbon receptor; P35869; AHR-responsive luciferase reporter cells, luminescence; activation, % at 5 µM; 2.5% of 320,000 active; in the data active = activation above about 47%;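 note: 0% = vehicle wells and 100% = reference agonist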
pPAFAH inh: pPAFAH (human) enzyme inhibition; recombinant pPAFAH, FP-rhodamine probe fluorescence polarization; 1.5% of 330,000 active; inhibition, % at 3.39 µM; AID 463082; Q13093;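 active = inhibition above the mean inhibition across the screen plus 3 SD, cut at about 25% in these data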;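 note: inhibitors block binding of the rhodamine activity-based probe so polarization drops; 0% = enzyme with DMSO and 100% = wells lacking pPAFAH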
PME-1 inh: blocks human protein phosphatase methylesterase 1; Q9Y570; recombinant PME-1, FP-Rh probe fluorescence polarization; inhibition, % at 5.9 µM; 0.53% of 320,000 active; AID 2130;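 active = inhibition above the campaign mean of all compounds plus 3 SD, cut at about 26% in these data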;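 note: competitive labeling of PME-1 active site by serine hydrolase directed probe; 0% = PME-1 with DMSO and 100% = wells lacking PME-1 enzyme; inhibitors block probe labeling so polarization falls and inhibition rises; many of its hits are not listed in these tables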
* hit, by the source's call; ? = inconclusive; . = no result given. An excerpt. The share of hits here may be higher or lower than overall.

SMILES	MEX-5 binding	PAFAH1B2 FP inh	BCLXL inh	GLD-1 RNA inh	Fam108B counter	MCL1-BIM inh	AHR act	pPAFAH inh	PME-1 inh
CCN1CCCC1CNS(=O)(=O)c1ccc(Br)cc1 (stereo not given)	-0.4	7	2	-6	-7	-8	0	5	6
CCc1ccc(N2CC(C(=O)Nc3nc4ccc(S(C)(=O)=O)cc4s3)CC2=O)cc1 (stereo not given)	-0.3	5	4	9	0	3	1	1	1
COc1ccc(OCCN2C(=O)NC3(CCc4ccccc4C3)C2=O)cc1 (stereo not given)	2.1	7	8	-13	2	-3	4	-1	0
COCCNC(=S)N/N=C(\C)c1ccccc1O	1.4	2	3	3	2	5	2	2	3
COc1ccc(CN2CCn3ncc(C(=O)Nc4ccccc4)c3C2=O)cc1	0.0	2	5	-2	-2	-6	-2	2	-4
COc1cccc(N(CC(=O)N2CCOCC2)S(C)(=O)=O)c1	0.4	4	1	5	-1	-7	1	-11	-2
COc1ccc(Cc2nnc(SCC(=O)Nc3nc(C)cs3)o2)cc1	-0.5	9	-1	-7	-1	3	0	-5	5
COc1ccc(N2C(=O)C(CC(=O)O)S/C2=C\C(C)=O)cc1 (stereo not given)	-0.4	3	1	2	0	2	0	0	0
COc1ccc(C2(C)NC(=O)N(CC(=O)N(c3ccccc3)C3CCS(=O)(=O)C3)C2=O)cc1 (stereo not given)	.	2	.	1	.	.	-1	2	.
COc1cc(C)ccc1OCCOCCOc1ccccc1[N+](=O)[O-]	0.8	3	0	0	3	2	30	3	-7
CSc1ccc(CNC(=O)Cn2nc(C)c3c(C)n(-c4ccc(C)cc4)nc3c2=O)cc1	-0.5	-2	8	0	3	2	1	2	2
COC(=O)C1CCN(C(=O)COC(=O)CCc2nc3ccccc3c(=O)[nH]2)CC1	0.2	3	5	-1	-1	-3	1	-1	-3
CC(C)CCNC(=O)c1onc(CSc2ccc(Cl)cc2)c1C(=O)NCCC(C)C	-0.1	0	6	1	-9	5	-1	3	-6
O=c1[nH][nH]c2nc(C(F)(F)F)cc(C(F)(F)F)c12	0.8	4	5	0	4	13	0	4	-1
CCOC(=O)CCNC(=O)N1CCCC(CNS(=O)(=O)c2cccs2)C1 (stereo not given)	1.7	5	6	-3	0	11	0	1	5
COc1cc(/C=C(\NC(=O)c2ccccc2)C(=O)Nc2nccs2)ccc1OC(C)=O	5.4	-2	0	-7	4	-1	7	-1	2
CC(C(=O)NC1C=CS(=O)(=O)C1)N1C(=O)/C(=C\c2ccccc2)SC1=S (stereo not given)	-4.6	4	-2	-7	-2	-4	0	-1	0
COC(C/C=C/[C@H](O)[C@H](C)OCc1ccccc1)OC	-2.0	2	0	12	-3	-2	1	10	-2
CC(C)(C)OC(=O)C(Cc1ccc(OC(C)(C)C)cc1)NC(=O)CNC(=O)OCc1ccccc1 (stereo not given)	1.5	10	8	-3	9	7	12	5	2
CC(C)[C@H](NC(=O)N1CC(=O)Nc2ccccc21)C(=O)N1CCC[C@@H]1C(=O)O	1.2	-1	4	0	-4	5	-1	3	5
CCOC(=O)c1cc(CC)sc1NC(=O)Cc1ccsc1	1.7	4	-1	3	-4	-3	-1	11	-3
CCOc1ccc(OCCCCNCCN)cc1	-2.9	.	1	4	1	-2	-1	-2	-1
Cc1c(Cl)cccc1NS(=O)(=O)c1c(C(=O)N2CCOCC2)c(C)n(C)c1C	-0.8	-2	9	-10	5	1	2	1	2
COc1ccc(CN(Cc2cc3ccc(C)cc3[nH]c2=O)Cc2nnnn2C2CCCC2)cc1	1.7	1	3	4	1	1	10	1	3
O=C(Nc1ccccc1-c1nnn(CC(=O)N2CCCc3ccccc32)n1)c1ccc(Cl)cc1	-0.3	0	3	1	-4	1	2	2	1
C=CCNC(=O)c1ccc(C)cc1Cl	-1.2	8	2	1	0	-8	1	5	2
O=C(NNS(=O)(=O)c1ccccc1)c1ccc(O)cc1	3.0	1	4	0	5	9	-1	0	3
Cc1ccccc1NC(=S)NCc1ccc(Cl)cc1	-0.8	12	4	0	-3	12	0	4	6
Cc1cccc(OCC(=O)N/N=C/c2cc([N+](=O)[O-])ccc2N2CCOCC2)c1	0.2	1	12	13	3	-3	1	6	8
O=C(NCc1ccccc1)c1ccc(NC(=O)C2CCCO2)cc1 (stereo not given)	-0.7	-2	3	2	-2	2	-4	3	1
O=C(O)CSc1ncccn1	2.1	1	7	2	0	-1	2	5	1
O=C(OCc1c(-c2ccccc2)ncc2ccccc12)c1ccccc1C(F)(F)F	.	-7	.	6	.	.	15	-6	.
Fc1ccc(NC(=S)N2CCc3ccccc3C2)c(F)c1	0.2	6	6	8	1	7	41	6	3
O=C(CCSc1ccccc1Cl)Nc1cccc([N+](=O)[O-])c1	2.5	3	2	9	-2	12	-4	3	2
CCC(=O)N1CCc2cc(S(=O)(=O)CCC(=O)Nc3ccc(C(C)=O)cc3)ccc21	0.3	-2	4	-1	-2	0	0	4	1
CCOc1cc(/C=N\NC(=O)CC(=O)NCCc2ccccc2)ccc1O	1.6	7	6	3	0	6	8	-7	-6
COC(=O)c1ccc(COC(=O)c2ccccn2)cc1	-1.5	3	4	4	-2	3	-1	-1	5
CS(=O)(=O)c1ccc2nc(NC(=O)C3C4C=CC(C4)C3C(=O)O)sc2c1 (stereo not given)	2.6	6	3	-3	-2	-1	0	4	1
COc1ccc(S(=O)(=O)Nc2cccnc2)cc1	3.6	0	2	4	0	0	0	-2	3
CCOc1ccc(S(=O)(=O)NCc2cccnc2)c2ccccc12	-1.6	0	5	4	1	6	8	13	2

Part of the list above, reformatted.
Molecule,MEX-5 binding,PAFAH1B2 FP inh,BCLXL inh,GLD-1 RNA inh,Fam108B counter,MCL1-BIM inh,AHR act,pPAFAH inh,PME-1 inh
O=C(NCc1ccccc1)c1ccc(NC(=O)C2CCCO2)cc1 (stereo not given),-0.7,-2,3,2,-2,2,-4,3,1
CCC(=O)N1CCc2cc(S(=O)(=O)CCC(=O)Nc3ccc(C(C)=O)cc3)ccc21,0.3,-2,4,-1,-2,0,0,4,1

A section of the results above, as a working copy:
SMILES	MEX-5 binding	PAFAH1B2 FP inh	BCLXL inh	GLD-1 RNA inh	Fam108B counter	MCL1-BIM inh	AHR act	pPAFAH inh	PME-1 inh
O=C(O)CSc1ncccn1	2.1	1	7	2	0	-1	2	5	1
O=C(OCc1c(-c2ccccc2)ncc2ccccc12)c1ccccc1C(F)(F)F	.	-7	.	6	.	.	15	-6	.
Fc1ccc(NC(=S)N2CCc3ccccc3C2)c(F)c1	0.2	6	6	8	1	7	41	6	3
O=C(CCSc1ccccc1Cl)Nc1cccc([N+](=O)[O-])c1	2.5	3	2	9	-2	12	-4	3	2
CCC(=O)N1CCc2cc(S(=O)(=O)CCC(=O)Nc3ccc(C(C)=O)cc3)ccc21	0.3	-2	4	-1	-2	0	0	4	1
CCOc1cc(/C=N\NC(=O)CC(=O)NCCc2ccccc2)ccc1O	1.6	7	6	3	0	6	8	-7	-6
COC(=O)c1ccc(COC(=O)c2ccccn2)cc1	-1.5	3	4	4	-2	3	-1	-1	5
CS(=O)(=O)c1ccc2nc(NC(=O)C3C4C=CC(C4)C3C(=O)O)sc2c1 (stereo not given)	2.6	6	3	-3	-2	-1	0	4	1
COc1ccc(S(=O)(=O)Nc2cccnc2)cc1	3.6	0	2	4	0	0	0	-2	3
CCOc1ccc(S(=O)(=O)NCc2cccnc2)c2ccccc12	-1.6	0	5	4	1	6	8	13	2

New compounds follow.
SMILES	MEX-5 binding	PAFAH1B2 FP inh	BCLXL inh	GLD-1 RNA inh	Fam108B counter	MCL1-BIM inh	AHR act	pPAFAH inh	PME-1 inh
COc1ccc(NC(=O)Cc2ccsc2)cc1S(=O)(=O)N1CCOCC1	.	5	4	6	.	7	1	1	0
CCNc1nc(SC)nc(N(C#N)CC(=O)OC)n1	1.1	5	4	-4	-7	1	1	4	1
CC(NC(=O)c1ccccc1F)c1cccc2ccccc12 (stereo not given)	1.5	3	-2	1	-1	-7	17	8	4
COc1ccc(OC)c(CCNC(=O)c2ccc3c(c2)N(Cc2ccccc2)CCS3)c1	-2.9	0	7	4	5	14	1	10	6
CC(C)(C)C(=O)N/C(N)=N/c1nc2ccccc2o1	-0.6	-2	-1	5	1	-6	-4	8	5
CC1=CC(C)C2(COC(=O)Nc3ccccc3)COC(C)C1C2C (stereo not given)	-4.0	-2	-1	-2	-18	5	1	-2	1
Cn1cccc1/C=C1\SC(=S)N(NC(=O)c2ccccc2)C1=O	.	1	-69	-119	0	-119	0	5	-4
N#CC(C#N)=C1C(=O)N(CCN2CCOCC2)c2ccccc21	-0.9	-1	1	2	3	3	5	8	3
COc1ccc(CCNc2cc(C)nc3c(-c4ccc(Cl)cc4)cnn23)cc1OC	2.0	4	6	5	-2	7	69*	6	6
CCNC(=O)COC(=O)c1cccc(Br)c1	-0.2	3	0	-2	1	4	1	4	-1
O=C(NCCC1=CCCCC1)N[C@@H](Cc1ccccc1)C(=O)O	1.4	10	5	1	-2	0	-1	1	-1
CCOC(=O)C1CCCN(C(=O)c2ccc(Cl)cc2)C1 (stereo not given)	-0.9	-2	4	-7	-2	5	2	0	-5
CCc1onc(C)c1C(=O)Nc1ccc(N2CCOCC2)cc1	.	3	1	4	.	12	1	0	3
COC(C/C=C/C(=O)[C@H](C)OCc1ccccc1)OC	0.7	-1	4	6	2	2	-1	3	3
CCN(CC)S(=O)(=O)c1ccc(S(=O)(=O)NCC2CCCO2)cc1 (stereo not given)	0.7	-1	3	1	2	5	-1	2	-2
CCOC(=O)CCCCCC(=O)Nc1ccc2c(c1)CC(=O)N([C@@H](C)CO)C[C@@H](C)[C@@H](CN(C)C(=O)Nc1ccc(C(F)(F)F)cc1)O2	.	5	.	4	.	.	0	7	.
Cc1nc(-c2cccc(Cl)c2)n[nH]1	2.2	4	-1	-5	-4	-6	11	4	-2
COc1cc(S(=O)(=O)Nc2ccc(C)cc2)ccc1N=Cc1c(C)c(C#N)c(=O)n(C)c1O	?	.	0	0	-3	-7	2	13	-4
CCOC(=O)C1(CCOc2ccccc2)CCN(Cc2cccc3c2OCO3)CC1	-0.9	8	3	3	-1	1	4	3	-2
CC(C)COc1ccc(-c2cc(C(=O)NN)[nH]n2)cc1	0.0	-5	-3	-1	-4	1	5	-5	-6
COc1cccc(-c2nnc(NC(=O)c3ccco3)s2)c1	0.4	7	-2	4	8	-2	3	2	11
Cc1ccc(C)c(NC(=S)N(C2CCCCC2)C(C)c2cccnc2)c1 (stereo not given)	-1.0	-4	7	0	2	13	0	-8	-4
O=C(CNC(=O)c1ccc(Cl)c([N+](=O)[O-])c1)OCN1C(=O)c2ccccc2C1=O	-1.7	3	-7	3	1	-12	1	0	-1
Cc1cc(C)cc(N2CC(O)=C(c3nc4ccccc4c(=O)[nH]3)C2=N)c1	0.1	-48	-7	2	-38	-35	-8	-10	-44
CCCCNC(=O)C(=O)Nc1cc2c3c(c1)CCC(=O)N3CCC2	-0.4	-1	-1	0	1	6	8	2	-5
